Mdm2-MdmX inh: human Mdm2/MdmX binding inhibition | SaOS-2 split-luciferase Mdm2/MdmX complementation, luminescence | actives 3% (n = 330,000) | inhibition, % at 8 µM;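 active = inhibition of at least 50% at 8 µM in the primary screen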
APJ antag: blocks the human apelin receptor APJ; actives 0.32% (n = 330,000); CHO-K1 APJ beta-arrestin complementation, luminescence; inhibition, % at 20 µM; P35414; AID 2521;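 active = inhibition above about 40% at 20 µM, limit read from the data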;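 note: cells challenged with 10 nM apelin-13 agonist together with compound; plate controls were apelin-13 plus DMSO wells for no effect and DMSO wells lacking apelin-13 for full effect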
Target sequence (P35414 whole entry, looked up): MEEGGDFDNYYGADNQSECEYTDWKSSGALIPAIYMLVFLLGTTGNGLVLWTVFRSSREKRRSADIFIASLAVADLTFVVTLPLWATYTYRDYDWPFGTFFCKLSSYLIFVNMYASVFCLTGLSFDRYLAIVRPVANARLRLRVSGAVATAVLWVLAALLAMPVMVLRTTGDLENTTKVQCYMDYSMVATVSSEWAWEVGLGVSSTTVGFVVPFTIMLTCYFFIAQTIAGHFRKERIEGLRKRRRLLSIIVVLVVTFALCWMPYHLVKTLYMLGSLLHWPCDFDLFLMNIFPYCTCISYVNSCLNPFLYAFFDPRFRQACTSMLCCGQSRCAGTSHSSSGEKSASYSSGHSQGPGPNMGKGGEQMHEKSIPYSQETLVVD
APJ ag: activates the human apelin receptor APJ; P35414; CHO-K1 APJ PathHunter beta-arrestin, luminescence; 0% DMSO wells, 100% apelin; activation, % at 20 µM; actives 0.11% (n = 330,000);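 active = activation more than six SD over the plate average, tested at 20 µM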;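 note: 0% = DMSO alone and 100% = apelin-13 at 10 nM; some results filed as inactive read as strong as hits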
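Assay system: engineered CHO-K1 APJ arrestin reporter cells; Amount: 1000 CHO-K1 reporter cells seeded per well; Dosing: one dose, 20 µM compound, 1% DMSO; Times: compound stimulation 90 min at 25 °C, detection 60 min; Measured by: luminescent beta-gal fragment complementation, chemiluminescent substrate; Read-out: APJ–arrestin association signal; Controls: DMSO vs Apelin-13 10 nM.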
CXCR6 inh: blocks human CXCR6 beta-arrestin recruitment | actives 0.36% (n = 360,000) | CHO-K1 PathHunter CXCR6 beta-arrestin, luminescence | inhibition, % at 20 µM | O00574; in the data active = inhibition above about 34%, passing the limit was not always enough;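 note: antagonist mode with CXCL16 agonist at 10 nM final; 0% = 10 nM CXCL16 with DMSO and 100% = unstimulated wells without agonist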
Target sequence (O00574 whole entry, looked up): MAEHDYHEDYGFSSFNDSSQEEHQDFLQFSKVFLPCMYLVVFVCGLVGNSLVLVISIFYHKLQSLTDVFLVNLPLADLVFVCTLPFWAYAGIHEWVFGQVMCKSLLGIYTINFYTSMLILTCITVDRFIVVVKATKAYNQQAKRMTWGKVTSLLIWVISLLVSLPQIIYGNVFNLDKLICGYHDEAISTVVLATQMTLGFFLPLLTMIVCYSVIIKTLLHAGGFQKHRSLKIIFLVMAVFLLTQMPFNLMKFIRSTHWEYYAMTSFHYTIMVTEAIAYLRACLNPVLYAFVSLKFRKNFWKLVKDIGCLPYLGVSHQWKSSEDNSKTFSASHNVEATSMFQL
TIM10 inh: growth inhibitors of TIM10 yeast strain | inhibition, % at 10 µM | actives 1.4% (n = 330,000) | AID 463195 | S. cerevisiae TIM10 strain growth, BacTiter-Glo luminescence, 24 h;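 active = inhibition of 40% or more at the single tested concentration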;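 note: wild-type TIM10 isogenic control strain grown at permissive 25 °C; 0% = DMSO yeast wells and 100% = minimal medium wells without yeast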
tim23-1 inh: inhibits growth of tim23-1 mutant yeast | S. cerevisiae tim23-1 growth, BacTiter-Glo luminescence, 24 h | inhibition, % at 20 µM | actives 1.3% (n = 330,000);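 active = growth inhibition of the mutant yeast at or above 50%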;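 note: temperature-sensitive mutant grown at 25 °C; plate controls were DMSO-treated mutant yeast for no effect and medium wells lacking yeast for full effect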
tim10-1 inh: inhibits growth of tim10-1 mutant yeast | S. cerevisiae tim10-1 ts strain growth, BacTiter-Glo, 24 h | inhibition, % at 20 µM | actives 2.2% (n = 330,000) | AID 463190;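 active = inhibition of at least 40%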;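 note: mutant grown at 25 °C; 0% = DMSO wells with yeast and 100% = wells holding no yeast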
UPR CHOP act: apoptotic UPR (CHOP) activation. actives 0.34% (n = 330,000). CHO-CHOP luciferase reporter, luminescence; percent of tunicamycin response over DMSO baseline. activation, % at 10 µM;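 active = at 10 µM dose, activation of 40% or more, normalized to positive control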;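 note: 100% = tunicamycin at 10 µg/mL and 0% = DMSO alone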
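System: CHO-CHOP luciferase reporter cell line; amount: 500 cells/well; buffer or medium: F12 medium containing 10% fetal bovine serum; incubation: 6 h compound exposure at 37 °C after overnight seeding; measured by: luciferase luminescence after 10 min with Steady-Glo reagent; evaluation: % reporter activation, DMSO baseline versus tunicamycin full activation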
XBP1 UPR activ: activators of adaptive arm of unfolded protein response (XBP1); CHO-XBP1 luciferase reporter, IRE1-XBP1 UPR activation, luminescence; percent of tunicamycin response, DMSO as zero; activation, % at 20 µM; actives 0.33% (n = 330,000); AID 463104;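 active = versus positive control, 20 µM dose yields 30% or more activation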;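 note: 100% = tunicamycin at 10 µg/mL and 0% = DMSO only wells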
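Assay system: IRE1-XBP1 luciferase reporter CHO line. Input: 1000 cells/well. Buffer or medium: F12 with 10% serum. Doses: 20 µM, 1% DMSO. Times: overnight seeding at 37 °C, 6 h compound treatment at 37 °C. Technique: Steady-Glo luciferase glow luminescence, 10 min after reagent addition.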
An asterisk follows results filed as active; nt = not tested or not shown.

SMILES	Mdm2-MdmX inh	APJ antag	APJ ag	CXCR6 inh	TIM10 inh	tim23-1 inh	tim10-1 inh	UPR CHOP act	XBP1 UPR activ
Cc1ccc(S(=O)(=O)N2CCOC2CNC(=O)C(=O)NCc2ccco2)cc1 (stereo unspecified)	-22.2	-6.7	-4.0	-1.3	-0.5	12.5	4.7	-1.0	-4.1
CC1(C)OCC(C2CC(c3ccccc3)NS(=O)(=O)O2)O1 (stereo unspecified)	-5.3	-15.6	4.5	-0.9	-23.2	-7.9	-26.2	0.2	2.7
Cc1ccccc1OCC(=O)NC(=S)Nc1ccccc1N1CCN(S(C)(=O)=O)CC1	17.8	6.6	-4.9	9.7	15.9	7.6	3.5	-2.5	-2.1
CN(NC(=O)/C=C/C(=O)O)c1ncc(C(F)(F)F)cc1Cl	-2.7	11.1	-3.3	5.5	-3.5	9.0	14.4	-0.9	2.0
Cc1ccc(NC(=O)CSc2nc3[nH]ncc3c(=O)[nH]2)cc1Cl	-6.3	-1.7	-7.4	4.6	9.8	-3.0	-0.9	-0.1	-1.9
CCN(CC)CCNC(=O)c1cn(CC)c2ccc(S(=O)(=O)N3CCc4ccccc4C3)cc2c1=O	18.0	14.2	-0.5	11.2	-3.5	-10.4	-2.8	1.6	-4.3
CC(C)(C)c1cc(NC(=O)c2cccnc2)no1	13.7	-4.2	-1.0	-4.9	4.5	3.9	10.4	3.7	3.1
CONC(=O)Nc1ccccc1[N+](=O)[O-]	-0.1	10.2	-2.6	-10.2	5.4	-0.6	8.5	-0.4	-2.0
CCOc1ccc2nc(NC(=O)C(CCSC)NS(=O)(=O)c3cccs3)sc2c1 (stereo unspecified)	12.2	-18.1	1.4	-1.9	-17.0	-15.1	-23.8	-1.2	-4.7
O=C(NCc1cccs1)c1ccc(S(=O)(=O)N2CCCCC2)cc1	6.1	13.4	-1.7	-4.3	2.1	-1.5	1.3	-1.4	-3.0
Cc1cc(C)nc(NC(=O)/C=C/c2ccc(Cl)cc2Cl)c1	-37.0	-22.5	-2.4	-3.0	33.0	30.1	31.1	0.2	2.9
O=C(OC1CSc2nc3ccccc3n2C1)c1ccco1 (stereo unspecified)	18.2	1.7	-0.7	1.9	-2.2	4.0	-9.9	2.3	1.0
COc1ccc(NC(=O)c2ccccc2N(Cc2ccccc2)S(C)(=O)=O)cc1	20.2	5.6	-3.3	-12.2	1.6	18.2	17.3	-1.7	2.8
Fc1ccc(CNCc2ccc(Br)cc2)cc1	10.6	-13.0	-1.0	-6.4	-10.8	-29.9	-33.9	5.6	-1.0
COc1cc2cc(C(c3nnnn3C3CCCCC3)N(C)C3CCCCC3)c(=O)[nH]c2cc1OC (stereo unspecified)	9.7	8.4	-0.5	17.0	17.0	34.1	38.4	2.3	9.6
Cc1ccc(S(=O)(=O)NC(=O)Nc2ccc(Cl)cn2)cc1	-5.8	-19.6	5.6	-5.8	-0.5	10.0	-18.3	-1.1	-0.1
CN(C)/C=C/C(=O)/C=C/c1ccc(Cl)cc1	-41.2	-3.3	-1.8	5.8	6.4	24.1	6.7	4.4	-0.1
COc1cccc(N2CC(NC(=O)c3cccc4ccccc34)CC2=O)c1 (stereo unspecified)	23.1	12.6	-0.9	-3.6	-11.3	-4.6	-15.7	-1.0	-3.0
COc1ccc(OC)c(NC(=O)CN2C(=O)c3ccccc3S2(=O)=O)c1	11.9	-6.9	1.9	1.4	3.4	-2.1	4.3	1.4	-1.9
CCOc1cccc(C(=O)NC(=S)Nc2ccc(N3CCCC3)cc2)c1	-11.7	1.9	-4.6	-0.5	11.8	11.6	3.9	0.5	-0.2
CCOC(=O)c1ccc(N2C=C(C(=O)OC)C(c3ccc(OC)c(O)c3)C(C(=O)OC)=C2)cc1	6.7	15.4	-2.6	9.8	21.0	15.7	31.2	1.0	-6.8
COC(=O)C(C)Sc1nc(N)c(NC(=O)c2ccco2)c(=O)[nH]1 (stereo unspecified)	-25.9	-2.8	1.9	11.9	-8.5	21.0	7.1	1.4	-3.3
COc1ccc(-c2cc(C(F)(F)F)nc(SCCC(=O)NCc3ccco3)n2)cc1	-1.0	16.8	-3.9	nt	-0.2	3.7	5.1	-0.6	-3.1
COc1ccc(-c2noc(COc3ccc4c(c3)OCO4)n2)cc1OC	2.2	-7.6	-1.6	-2.7	6.2	2.9	-7.6	0.3	-6.7
O=C(Nc1ccc2c(c1)OCCO2)C1CCN(S(=O)(=O)Cc2ccccc2)CC1	-6.4	8.8	-2.5	0.7	-20.5	-7.6	15.7	-1.8	-2.6

For convenience, some entries already given:
SMILES	Mdm2-MdmX inh	APJ antag	APJ ag	CXCR6 inh	TIM10 inh	tim23-1 inh	tim10-1 inh	UPR CHOP act	XBP1 UPR activ
CCOC(=O)c1ccc(N2C=C(C(=O)OC)C(c3ccc(OC)c(O)c3)C(C(=O)OC)=C2)cc1	6.7	15.4	-2.6	9.8	21.0	15.7	31.2	1.0	-6.8
COC(=O)C(C)Sc1nc(N)c(NC(=O)c2ccco2)c(=O)[nH]1 (stereo unspecified)	-25.9	-2.8	1.9	11.9	-8.5	21.0	7.1	1.4	-3.3
COc1ccc(-c2cc(C(F)(F)F)nc(SCCC(=O)NCc3ccco3)n2)cc1	-1.0	16.8	-3.9	nt	-0.2	3.7	5.1	-0.6	-3.1
COc1ccc(-c2noc(COc3ccc4c(c3)OCO4)n2)cc1OC	2.2	-7.6	-1.6	-2.7	6.2	2.9	-7.6	0.3	-6.7
O=C(Nc1ccc2c(c1)OCCO2)C1CCN(S(=O)(=O)Cc2ccccc2)CC1	-6.4	8.8	-2.5	0.7	-20.5	-7.6	15.7	-1.8	-2.6

(cont.)
SMILES	Mdm2-MdmX inh	APJ antag	APJ ag	CXCR6 inh	TIM10 inh	tim23-1 inh	tim10-1 inh	UPR CHOP act	XBP1 UPR activ
COc1ccc(C2=NN(C(=O)CCC(=O)O)C(c3ccccc3)C2)cc1 (stereo unspecified)	16.1	3.9	0.0	1.9	2.9	5.0	13.1	-0.1	-3.6
CN(C)c1cccc(NC(=O)Cc2ccc(F)cc2)c1	17.6	9.9	2.9	9.4	-7.6	-4.6	1.0	0.7	-3.0
Cn1c(=O)n(C)c2cc(/C=N/n3cnnc3)ccc21	16.8	-10.8	2.7	0.8	1.5	16.0	4.6	-2.3	-2.6
Cc1cc(C)c2c(n1)nn1c(NCCOCCO)cc(C)nc21	13.5	7.6	0.7	-0.5	-4.8	21.4	1.3	1.1	1.6
CCOc1ccc(N(CC(=O)Nc2ccc(OC)cc2)S(C)(=O)=O)cc1	-14.9	19.1	-3.6	-7.0	8.2	11.6	19.3	1.3	5.4
COc1cc(C(N)=O)cc(Cl)c1OC	0.0	6.6	-2.2	-0.3	-1.0	15.9	-3.5	-2.2	-0.3
COc1ccc(NC(=O)c2cc3ccc4c5ccccc5[nH]c4c3cc2O)cc1	20.7	-46.2	10.4	-27.6	15.9	6.1	-15.5	3.3	-2.9
CCOc1ccc(N(CC(=O)Nc2cc(OC)cc(OC)c2)S(=O)(=O)c2c(C)[nH]c(=O)[nH]c2=O)cc1	-7.4	4.1	0.8	-1.8	4.0	-4.2	-4.9	-0.2	-1.7
Cc1cccc2cc(C3CC(c4cccs4)=NN3C(=O)CCC(=O)O)c(Cl)nc12 (stereo unspecified)	-12.7	7.6	3.1	-3.0	2.4	10.8	16.5	2.8	-1.4
CCOc1ccc(OCCOCCN2CCOCC2)cc1	-5.1	5.7	4.6	-4.5	-0.5	-8.2	1.5	-0.6	-2.0
CN1CCC2(CC1)N=C(c1ccc(F)cc1)C(=S)N2C(=O)c1ccccc1	-7.8	2.5	5.2	-2.4	-10.5	2.2	1.2	-0.9	1.2
CC(=O)Nc1ccc(S(=O)(=O)NCCC(=O)NNC(=O)c2ccncc2)cc1	12.2	10.7	-2.3	1.8	0.6	-7.8	-3.8	1.0	-1.9
CCOc1ccccc1-c1nc2c(s1)CCc1onc(-c3ccc(OC)cc3)c1-2	-3.2	-74.5	-1.6	6.6	2.4	3.8	6.1	-0.5	-2.2
Cc1ccc(/C=N/NC(=O)Cc2cccs2)o1	0.7	-0.3	-1.0	5.6	-2.0	7.5	8.5	13.8	-1.1
COc1cc(C)c(C(C)C)cc1S(=O)(=O)n1ccnc1	-16.2	-4.5	-2.7	-2.6	-1.9	-12.9	-10.0	-0.2	1.7
Cc1ccc(S(=O)(=O)Nc2c(NC3CCCCC3)c3ccccc3oc2=O)c(C)c1	16.8	-6.3	3.6	-2.0	5.9	17.1	10.7	0.4	-3.4
COc1ccccc1Oc1ccc2c(c1)C(=O)N(c1ccc(O)cc1)C2=O	25.5	2.5	-5.2	-6.1	-19.9	-10.1	-10.4	1.9	6.4
CCOC(=O)N1CCN(S(=O)(=O)c2ccc3c(c2)CCN3C(=O)C2CCC2)CC1	1.4	12.8	-2.2	-5.1	46.9*	-46.3	56.5*	0.0	-3.2
CC(=O)Nc1ccc(NC(=O)C(C)OC(=O)CNS(=O)(=O)c2cccc(Cl)c2)cc1 (stereo unspecified)	-9.0	2.3	-1.7	-3.4	-7.8	-10.4	13.0	3.2	2.6
CCC(=O)/C=C1/Sc2ccc(OC)cc2N1CCO	-4.0	2.5	-2.7	0.1	-1.1	9.0	0.6	1.9	-0.6
Cc1ccc(NC(=S)NCCc2ccccc2)nc1	-37.9	13.1	-4.8	-2.6	19.9	14.4	-21.2	3.5	1.1

Five entries out of the list, arranged by length of the SMILES, falling:
SMILES	Mdm2-MdmX inh	APJ antag	APJ ag	CXCR6 inh	TIM10 inh	tim23-1 inh	tim10-1 inh	UPR CHOP act	XBP1 UPR activ
Cc1cccc2cc(C3CC(c4cccs4)=NN3C(=O)CCC(=O)O)c(Cl)nc12 (stereo unspecified)	-12.7	7.6	3.1	-3.0	2.4	10.8	16.5	2.8	-1.4
CN1CCC2(CC1)N=C(c1ccc(F)cc1)C(=S)N2C(=O)c1ccccc1	-7.8	2.5	5.2	-2.4	-10.5	2.2	1.2	-0.9	1.2
COc1ccc(NC(=O)c2cc3ccc4c5ccccc5[nH]c4c3cc2O)cc1	20.7	-46.2	10.4	-27.6	15.9	6.1	-15.5	3.3	-2.9
COc1cc(C)c(C(C)C)cc1S(=O)(=O)n1ccnc1	-16.2	-4.5	-2.7	-2.6	-1.9	-12.9	-10.0	-0.2	1.7
CCC(=O)/C=C1/Sc2ccc(OC)cc2N1CCO	-4.0	2.5	-2.7	0.1	-1.1	9.0	0.6	1.9	-0.6

Some of the compounds tested, so the mix of outcomes need not match the whole.
